Assay outcomes as filed in PubChem.
MCF10A rereplic: A quantitative high throughput screen for small molecules that induce DNA re-replication in MCF 10a normal breast cells; MCF 10A DNA re-replication, Hoechst nuclear intensity, 48 h; Potency, µM (top dose mostly 46.1 µM), for inactives: top-dose activity, positive = re-replication, hits mostly activators; 350,000 compounds, 2.9% hits; also: potency is read from the fitted curve at half-maximal effect; % of control where 0% means no effect; nearly all actives have a fitted effect of over 50% in size
HT1080 IDH1KD tx: qHTS for induction of synthetic lethality in tumor cells producing 2HG: qHTS for the HT-1080-IDH1KD cell line; HT-1080 IDH1 knockdown viability, ATP luminescence, 48 h; Potency, µM (titrated, usually from 46.1 µM), for the others: at the top dose activity, negative = toxicity, usual class: cytotoxic; 360,000 compounds, 2% hits; AID 686971, 2013;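 also: potency is read from the fitted curve at half-maximal effect; 0% = DMSO wells and -100% = cell-free medium wells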
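After a 2 h attachment period, IDH1KD HT-1080 cells took pin-transferred compound for 48 h at 37 °C; ATP-based luminescence after 10 min room-temperature reagent incubation reported viability.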
HepG2 tox: qHTS for Inhibitors of TGF-b: Cytotox Counterscreen | HepG2 CAGA-GFP viability, ATP luminescence, 18 h | Potency, µM (top dose mostly 46.1 µM), inactives show top-dose activity change, negative = cytotoxicity, most hits filed as cytotoxic | 410,000 compounds, 0.76% hits; also: potency is read from the fitted curve at half-maximal effect; some results filed as inactive show a strong effect at the top dose
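CellTiter-Glo luminescence gave cytotoxicity after 18 hours at 37 degrees C. The cells were HepG2 CAGA-GFP in 1% FBS DMEM, stimulated with 500 pg/mL TGF-beta after compound addition. %Activity was normalised to no-cell wells (complete cell-killing) and DMSO (no toxicity), and curves were fitted and classified.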
SW480 rerep: A quantitative high throughput screen for small molecules that induce DNA re-replication in SW480 colon adenocarcinoma cells; Potency, µM (series often up to 46.1 µM), inactives show at the highest dose re-replication activation, actives largely listed as activators; 340,000 compounds, 1.8% hits; SW480 DNA re-replication, Hoechst DNA content imaging, 48 h; also: potency is read from the fitted curve at half-maximal effect; % of control where 0% means no effect; nearly all actives have a fitted effect of over 55% in size
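Readout is total intensity of Hoechst-stained nuclei, excited at 405 nm and collected at 500-530 nm. Compound treatment lasted 48 hr at 37 C in 5% CO2 before staining.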
IL1B secr inh: qHTS for Inhibitors of Inflammasome Signaling: IL-1-beta AlphaLISA Primary Screen; THP-1 LPS/ATP IL-1B secretion, AlphaLISA, 16 h; active compounds read low; 360,000 compounds, 4.7% hits; activity change, % at 57.5 µM; in the data active = activity change below about -50%; inconclusive = mostly about -30% to -49%; also: % is scaled to controls: 0 for no effect and ±100 for the full control effect
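THP-1 cells pretreated 1 hr with compounds (up to 57.5 uM final), then stimulated with LPS (250 ng/mL final) plus ATP (1.25 mM final); secreted IL-1B measured by AlphaLISA after 16 hr, decreased signal indicating inhibition.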
ATXN viability: Viability Counterscreen for Primary qHTS for Inhibitors of ATXN expression | 400,000 compounds, 0.49% hits | S2 cells (HEK-293 line with an ATXN2-luciferase reporter) viability, CellTiter-Fluor protease fluorescence, 24 h | Potency, µM (highest dose often 56.7 µM), usual class: cytotoxic; also: potency is read from the fitted curve at half-maximal effect; nearly all actives have a fitted effect of over 40% in size
KB-3-1 tox: qHTS assay for MDR1-selective chemotherapeutics: Primary screen using the parental adenocarcinoma cell KB-3-1 | Potency, µM (doses to about 46.1 µM), without a hit: at the highest dose activity change, negative = cytotoxic, hits mostly cytotoxic | KB-3-1 viability, CellTiter-Glo ATP luminescence, 72 h | 400,000 compounds, 1.4% hits; also: potency is read from the fitted curve at half-maximal effect; % is scaled to controls: 0 for no effect and ±100 for the full control effect; nearly all actives have a fitted effect of over 60% in size
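Multi-concentration cytotoxicity screen in KB-3-1 cells grown in DMEM lacking phenol red with 10% FBS. After 72 h at 37 °C with compound, ATP-dependent luminescence was recorded.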
ATXN2 expr inh: Primary qHTS for Inhibitors of ATXN expression; AID 1745845, 2022; 360,000 compounds, 0.72% hits; Potency, µM (doses to about 57 µM), for inactives: at the highest dose activity change, negative = inhibition, usual class: inhibitors; HEK-293 ATXN2-luciferase reporter, luminescence, 24 h; also: potency is read from the fitted curve at half-maximal effect; % is scaled to controls: 0 for no effect and ±100 for the full control effect; nearly all actives have a fitted effect of over 55% in size
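qHTS (up to 57 uM final) was run with 24 h compound exposure of reporter cells at 37 °C. Each well was multiplexed: SteadyGlo luminescence measured ATXN2-luciferase expression after a fluorogenic Gly-Phe-AFC viability readout (25 uM final).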
HT1080-NT tox: qHTS for induction of synthetic lethality in tumor cells producing 2HG: qHTS for the HT-1080-NT fibrosarcoma cell line. HT-1080-NT fibrosarcoma viability, CellTiter-Glo ATP luminescence, 48 h. Potency, µM (top dose mostly 46.1 µM), without a hit: at the top dose activity, negative = less viability, most hits filed as cytotoxic. 360,000 compounds, 1.6% hits;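 also: NT is the 2HG producing partner of a matched IDH1 knockdown line; potency is read from the fitted curve at half-maximal effect; 0% = DMSO-treated cells and -100% = media-only wells without cells; nearly all actives have a fitted effect of over 55% in size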
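Read-out is CellTiter-Glo luminescence after 10 minutes at room temperature, following 48 hours' compound treatment of HT-1080-NT cells (750 cells/well, RPMI, 5% FBS, 37 degrees C).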
* hit, by the source's call; i = inactive; u = inconclusive; x = no result given; [ ] = remark or other dose. Unless noted, calls follow the shape of the dose curve; as a rule, active = well fitted curve in the direction sought with a large enough effect; inconclusive = small, poorly fitted or top-dose-only effect, or another doubt; inactive = no such curve, though single readings can be large; an effect the other way counts as inactive or inconclusive. No enrichment for hits; any-hit rate near 8.9%.

SMILES | MCF10A rereplic | HT1080 IDH1KD tx | HepG2 tox | SW480 rerep | IL1B secr inh | ATXN viability | KB-3-1 tox | ATXN2 expr inh | HT1080-NT tox
C[C@@H](C(=O)Nc1cccnc1)n1c(=O)[nH]c2ccccc2c1=O | 2% | 2% | 3% | -6% | -20 | i | -3% | x | -5%
CC(C(=O)Nc1cccc(S(=O)(=O)N2CCOCC2)c1)N1CCN(C)CC1 (stereo unspecified) | -5% | -2% | -34% | -2% | -1 | i | x | -4% | -1%
COc1ccc(N2CCN(C(=O)c3ccc(CS(=O)(=O)c4ccc(OC)cc4)o3)CC2)cc1 | 1% | -4% | 1% | 2% | -26 | i | u | -15% | u
CC(C)NC(=O)N(C)C[C@@H]1OCCCC[C@@H](C)Oc2ccc(NC(=O)Nc3ccc(F)cc3)cc2C(=O)N([C@H](C)CO)C[C@@H]1C | x | -4% | -12% | x | -9 | i | 0% | 3% | -5%
COc1cc(NS(=O)(=O)c2ccc(Nc3nc(-c4ccccc4)cs3)cc2)nc(OC)n1 | u | u | -41% | -5% | u | i | -2% | -10% | u
O=C1OCCC1Sc1nnc(-c2cccc(Br)c2)o1 (stereo unspecified) | -12% | 8% | -25% | 0% | 15 | i | 5% | 0% | 4%
CC(C)CC(=O)Nc1nc(-c2ccc(S(=O)(=O)N3CCOCC3)cc2)cs1 | u | -13% | -20% | -24% | i | i | -24% | u | u
Cc1ccc(NCC(=O)Nc2ccc(Br)cc2)cc1C | -3% | 11% | -3% | -4% | -11 | x | -2% | x | 6%
Cc1ccc(-c2cn3cccc(C)c3n2)cc1 | 1% | -21% | -20% | -4% | 17 | i | -8% | -20% | -7%
CN(C)c1nc(N)c([N+](=O)[O-])c(N2CCCCCC2)n1 | -11% | 10% | 4% | -10% | u | i | 0% | -1% | 0%
Cc1ccccc1OCCC(=O)NCCc1ccc(S(N)(=O)=O)cc1 | 4% | -1% | 0% | 0% | 10 | i | 9% | 1% | 2%
O=C(NC1CC1)C1=C[C@H](C2CCCCC2)C[C@H](OCc2ccc(CO)cc2)O1 | u | -7% | -15% | -19% | 9 | i | -10% | -10% | 1%
COC(=O)c1ccc2c(c1)S(=O)(=O)NC2C (stereo unspecified) | x | 7% | x | x | 6 | i | 19% | 3% | 16%
COc1cc2c(C(=O)N3CCN(C)CC3)c(C)oc2cc1Br | u | 1% | 1% | -11% | 14 | i | -2% | 12% | 7%
Cc1cc(C)c(S(=O)(=O)N(CC(=O)N2CCCC2)C2CCCCC2)c(C)c1 | 3% | -22% | -34% | -2% | -5 | u | -1% | -10% | -8%
CCOc1ccc(C(=O)COc2ccc(NC(C)=O)cc2)cc1 | 5% | 10% | -5% | 1% | -5 | i | -9% | 6% | 20%
COc1cc(/C=C/C2=NC(=O)C(C)(C)O2)ccc1O | -3% | -25% | 4% | -7% | -22 | i | 16% | 37% | 12%
CC1=NN(C(C#N)c2c(C)nn(Cc3ccccc3)c2C)C(C)(C)C1 (stereo unspecified) | -10% | -8% | -2% | -3% | 3 | i | 2% | x | 0%
O=C(NNC(=S)NCc1ccc(Cl)cc1)c1ccc(Br)o1 | 28% | -4% | -11% | -24% | 5 | u | 0% | x | -1%
COc1ccccc1S(=O)(=O)N1CCNC(=O)C1 | -2% | 15% | -5% | -3% | 2 | i | 27% | 3% | 2%
Cc1cc(C)nc(SCc2cn3c(C)cccc3n2)n1 | 3% | 1% | 3% | -5% | 1 | i | 4% | 1% | 0%
O=C(N1CCOCC1)C12OC3CC(CC(C3)O1)O2 | x | 0% | -82% | x | 18 | i | 0% | 12% | 18%
COc1ccc(S(=O)(=O)N(CC(=O)NCc2ccco2)c2ccccc2OC)cc1 | -27% | -22% | 7% | -12% | 15 | i | 7% | -15% | -3%
Cc1c(C(=O)N2CCN(c3ccccc3)CC2)oc2c(F)cccc12 | u | 1% | -20% | u | 7 | i | -4% | 0% | -2%
c1ccc(Nc2nnc(SCc3cccc4ccccc34)s2)cc1 | 17% | 5% | 3% | -2% | -14 | i | 6% | 9% | 9%
CCOC(=O)C1=C(COC(=O)/C=C/c2ccc(F)cc2)NC(=O)NC1C (stereo unspecified) | x | 1% | -7% | x | -6 | i | 0% | x | 3%
O=C(O)c1cccc(NC(=O)C2CCCO2)c1 (stereo unspecified) | 1% | -6% | 0% | -3% | 15 | i | 2% | -6% | 4%
Cc1ccc(-n2[nH]c(C)c(/C=N/Nc3ccc([N+](=O)[O-])cc3[N+](=O)[O-])c2=O)cc1 | 27% | 23µM* | -49% | u | -3 | x | u | u | u
COc1cccc(-c2nn(C)c3sc(C(=O)NCc4ccc(OC)cc4OC)cc23)c1 | x | x | -26% | x | x | i | -5% | -13% | x
O=C(O)CC(NC(=O)OCc1ccccc1)c1ccc(Br)cc1 (stereo unspecified) | -2% | 0% | 2% | -2% | 22 | i | 12% | 8% | 7%
CC(C)C(=O)NC(c1cccc([N+](=O)[O-])c1)c1ccc2cccnc2c1O (stereo unspecified) | u | u | 6% | 29%[9.22 µM] | 84 | u | u | 2.7µM* | -26%
CC(/C=C/C=C/c1ccccc1)=N/NC(=O)CNc1ccc(C)cc1 | 6% | -8% | -8% | 0% | 0 | i | 13% | 6% | 2%
CC(=O)NCC(=O)NC1CCCc2c1cnn2-c1ccc(C(C)(C)C)cc1 (stereo unspecified) | 4% | -20% | 5% | 8% | 37 | i | -6% | -14% | -13%
COc1ccc(C2c3[nH]c4ccccc4c3C[C@H]3C(=O)N(C)CC(=O)N23)cc1OC (stereo partly specified) | u | 1% | 11% | -6% | -3 | i | 0% | -10% | -2%
COC(=O)c1ccc(Cl)c(NC(=O)NC2CCCCC2)c1 | -7% | -1% | -25% | 3% | 10 | i | 2% | 0% | -1%
COc1ccccc1NC(=O)c1ccc2c(Cl)c3c(nc2c1)CCCC3 | x | x | 3% | x | x | i | -7% | 14% | x
Fc1ccc(-c2ccc(NCCN3CCOCC3)nn2)cc1 | 8% | 8% | 5% | -2% | -8 | i | 10% | 33%[activator] | 13%
O=C(NC1CCN(C(=O)Nc2ccccc2Cl)CC1)c1ccco1 | -28% | -10% | -2% | 9% | 15 | i | 7% | -9% | 5%
Cc1ccc2nsnc2c1NC(=S)NC(=O)c1ccco1 | 2% | -1% | -17% | -2% | -6 | i | 7% | -10% | -4%
Cc1cc(NC(=O)CCC(=O)N(Cc2cccs2)C(C(=O)NC2CCCC2)c2ccncc2)no1 (stereo unspecified) | -3% | 19% | -1% | -1% | 15 | i | 15% | 5% | 11%
CCc1ccc(OCC(=O)N/N=C\c2ccco2)c([N+](=O)[O-])c1 | 5% | 1% | -18% | 0% | 0 | i | 0% | 22% | 15%
Cc1cc(C(=O)OCC(=O)Nc2ccccc2Br)c(C)o1 | -3% | 20% | -5% | -5% | -1 | u | 1% | 35% | 11%
CCCNC(=O)C1(C)CCN(C(=O)c2cc(F)cc(F)c2)C1 (stereo unspecified) | x | -1% | 2% | x | 16 | i | 0% | 8% | -5%
Cc1ccc(C)c(NC(=O)Cn2cc(S(=O)(=O)c3ccc(F)cc3)c(=O)c3cc(F)ccc32)c1 | x | x | 0% | x | x | i | 4% | 4% | x

Not a retest: 10 of the compounds above.
SMILES | MCF10A rereplic | HT1080 IDH1KD tx | HepG2 tox | SW480 rerep | IL1B secr inh | ATXN viability | KB-3-1 tox | ATXN2 expr inh | HT1080-NT tox
CC(=O)NCC(=O)NC1CCCc2c1cnn2-c1ccc(C(C)(C)C)cc1 (stereo unspecified) | 4% | -20% | 5% | 8% | 37 | i | -6% | -14% | -13%
COc1ccc(C2c3[nH]c4ccccc4c3C[C@H]3C(=O)N(C)CC(=O)N23)cc1OC (stereo partly specified) | u | 1% | 11% | -6% | -3 | i | 0% | -10% | -2%
COC(=O)c1ccc(Cl)c(NC(=O)NC2CCCCC2)c1 | -7% | -1% | -25% | 3% | 10 | i | 2% | 0% | -1%
COc1ccccc1NC(=O)c1ccc2c(Cl)c3c(nc2c1)CCCC3 | x | x | 3% | x | x | i | -7% | 14% | x
Fc1ccc(-c2ccc(NCCN3CCOCC3)nn2)cc1 | 8% | 8% | 5% | -2% | -8 | i | 10% | 33%[activator] | 13%
O=C(NC1CCN(C(=O)Nc2ccccc2Cl)CC1)c1ccco1 | -28% | -10% | -2% | 9% | 15 | i | 7% | -9% | 5%
Cc1ccc2nsnc2c1NC(=S)NC(=O)c1ccco1 | 2% | -1% | -17% | -2% | -6 | i | 7% | -10% | -4%
Cc1cc(NC(=O)CCC(=O)N(Cc2cccs2)C(C(=O)NC2CCCC2)c2ccncc2)no1 (stereo unspecified) | -3% | 19% | -1% | -1% | 15 | i | 15% | 5% | 11%
CCc1ccc(OCC(=O)N/N=C\c2ccco2)c([N+](=O)[O-])c1 | 5% | 1% | -18% | 0% | 0 | i | 0% | 22% | 15%
Cc1cc(C(=O)OCC(=O)Nc2ccccc2Br)c(C)o1 | -3% | 20% | -5% | -5% | -1 | u | 1% | 35% | 11%
